Compound activity: PubChem BioAssay, several laboratories
MC4R antag cAMP: MC4R antagonists of cAMP signaling, primary screen, cell-based, TR-FRET, antagonist arm of biased-ligand search; actives 0.48% (n = 360,000); AID 540295, 2011; Melanocortin receptor 4 (Homo sapiens), P32245; MC4R-expressing cells, MTII-stimulated cAMP, LANCE TR-FRET; inhibition, % at 6.5 µM;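 active = inhibition above its plate's cutoff, the mean of tested wells on that plate plus 3 SD, cut at about 29% in these data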;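 note: 0% = Melanotan II alone and 100% = Melanotan II plus saturating MCL0020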
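Material – human MC4R-expressing U2OS cells · Repeats – no replicates · Detection – TR-FRET with Eu-cAMP and labeled anti-cAMP, 671 nm · Times – compound 30 min, challenge 1 h, detection 1 h · Compound – single nominal compound dose of 6.5 µM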
TLR9-MyD88 block: inhibitors of TLR9-MyD88 association in cells, primary screen, cell-based, CHO, BLA complementation, fluorescence; inhibition, % at 4.98 µM; actives 0.21% (n = 340,000); CCF4 FRET ratio; AID 504734, 2011;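 active = inhibition above the mean over all tested compounds plus 3 SD, cut at about 21% in these data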;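 note: 0% = DMSO only wells and 100% = clavulanate BLA inhibitor control wells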
Vif imaging: HIV Vif self-association inhibitors, primary screen, imaging, HEK293T, single point; AID 602346, 2012; HEK293T cells, Vif self-association by quenched fluorescence, 24 h; actives 0.35% (n = 340,000); inhibition, % at 7.49 µM; in the data active = inhibition above about 50%, passing the limit was not always enough; note: some results filed as inactive read as strong as hits
MC4R barr agon: MC4R agonists recruiting beta-arrestin, primary screen, cell-based, luminescence, agonist arm of biased-ligand search | Melanocortin receptor 4 (Homo sapiens), P32245 | U2OS MC4R beta-arrestin complementation; percent of melanotan II response, DMSO zero | activation, % at 8.9 µM | actives 0.98% (n = 360,000) | AID 540308, 2011;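 active = activation above a per-plate cutoff, the mean activation of sample wells on that plate plus 3 SD, cut at about 8% in these data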
ABCB6 inh 2: ABCB6 transporter inhibitors, primary screen, K562-ABCB6 cells, flow cytometry, MLPCN library | K562-ABCB6 porphyrin accumulation, 1 h; active compounds read low | ATP-binding cassette sub-family B member 6 (Homo sapiens), Q9NP58 | fluorescence ratio to DMSO, % at 10 µM | AID 602162, 2011 | actives 0.19% (n = 360,000);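 active = fluorescence ratio to DMSO below 75%, the collection mean minus 3 SD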;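 note: signal is porphyrin accumulated inside mitochondria; 100% equals median channel fluorescence of DMSO control wells; lower ratio means ABCB6 inhibition with less porphyrin fluorescence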
Target sequence (Q9NP58 whole entry, looked up): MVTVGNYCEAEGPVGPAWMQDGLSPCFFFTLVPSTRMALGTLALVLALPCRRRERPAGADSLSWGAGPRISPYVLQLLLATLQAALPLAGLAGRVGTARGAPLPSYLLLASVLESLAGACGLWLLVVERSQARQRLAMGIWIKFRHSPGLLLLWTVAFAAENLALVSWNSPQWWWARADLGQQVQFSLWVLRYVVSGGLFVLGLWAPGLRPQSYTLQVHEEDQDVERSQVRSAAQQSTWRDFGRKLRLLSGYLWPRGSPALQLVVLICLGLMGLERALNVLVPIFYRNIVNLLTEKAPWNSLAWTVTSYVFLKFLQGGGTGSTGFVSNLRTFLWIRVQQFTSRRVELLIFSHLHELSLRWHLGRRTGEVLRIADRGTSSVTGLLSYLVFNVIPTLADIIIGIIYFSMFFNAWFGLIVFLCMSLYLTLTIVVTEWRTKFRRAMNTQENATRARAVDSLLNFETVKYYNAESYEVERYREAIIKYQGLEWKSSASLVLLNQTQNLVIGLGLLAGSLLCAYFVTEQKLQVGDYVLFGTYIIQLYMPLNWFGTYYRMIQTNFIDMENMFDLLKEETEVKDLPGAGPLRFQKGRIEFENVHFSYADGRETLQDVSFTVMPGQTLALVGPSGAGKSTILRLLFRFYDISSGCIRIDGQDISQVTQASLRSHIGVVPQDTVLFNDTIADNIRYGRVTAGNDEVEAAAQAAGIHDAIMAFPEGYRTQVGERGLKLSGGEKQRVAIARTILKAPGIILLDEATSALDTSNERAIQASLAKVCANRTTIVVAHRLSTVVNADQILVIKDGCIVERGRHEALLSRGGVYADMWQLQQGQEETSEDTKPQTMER
Glyco luc inh: increase of ERlucT glycosylation luciferase signal, primary screen, N-linked glycosylation inhibitor project, D54 ERlucT cells, luminescence, set 2 | D54 ERlucT glycosylation luciferase reporter, 24 h; percent of 100 nM tunicamycin response | reporter increase, % at 12.5 µM | actives 0.23% (n = 360,000) | AID 588692, 2011;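 active = mean luciferase reporter signal, scaled so untreated is 0 and the glycosylation-blocking control 100, at or above a set limit in every replicate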;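 note: luciferase carries N-glycosylation sites so blocking glycosylation raises the light; 0% = median of neutral control wells and 100% = median of 100 nM tunicamycin wells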
aDG glyco up: activators of alpha-DG glycosylation, primary screen, uHTS, Pro5-aDG cells, AlphaScreen; alpha-DG glycosylation AlphaScreen (IIH6); 0% Pro5, 100% B10-LARGE cell signal; activation, % at 10 µM; actives 0.22% (n = 360,000); AID 624168, 2012;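 active = activation of at least 8% versus controls, or a plate z-score of at least 8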;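 note: Pro5 are CHO cells carrying HIG-tagged alpha-DG that lacks glycosylation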
ABHD5 PLIN5 PPI: ABHD5-PLIN5 interaction inhibitors, primary screen, cell lysate, split luciferase complementation, luminescence. inhibition, % at 4 µM. AID 602281, 2012. Split G. princeps luciferase complementation, 4 h. actives 0.78% (n = 360,000). Perilipin-5 (Homo sapiens) + 1-acylglycerol-3-phosphate O-acyltransferase ABHD5 (Homo …;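 active = inhibition above the mean inhibition across every tested compound plus 3 SD, cut at about 22% in these data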;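 note: 0% = DMSO only wells and the 100% control is not disclosed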
Granule exo inh: LAMP-1 surface exposure blockers, TALL-104 cells – cell-based, flow cytometry, MLPCN library, primary screen | actives 0.66% (n = 360,000) | inhibition, % at 10 µM | TALL-104 LAMP-1 surface exposure; cells stimulated with thapsigargin and PMA | AID 651702, 2012;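 active = inhibition above about 55%, limit read from the data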
NOD2-RIPK2 inh: NOD2-RIPK2 binding disruptors in cells, primary screen, fluorescence, CHO cells, BLA complementation; CCF4 ratio; inhibition, % at 4.98 µM; actives 0.38% (n = 360,000); AID 624267, 2012; in the data active = inhibition above about 21%;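 note: 0% = vehicle only and 100% = reference blocker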
Starred values were filed as active, the others as inactive; nt = no result given.

SMILES	MC4R antag cAMP	TLR9-MyD88 block	Vif imaging	MC4R barr agon	ABCB6 inh 2	Glyco luc inh	aDG glyco up	ABHD5 PLIN5 PPI	Granule exo inh	NOD2-RIPK2 inh
Cc1ccc(OCC(=O)Nc2ccc(S(=O)(=O)Nc3cc(C)nc(C)n3)cc2)c(C)c1	-5	-5	4	0.3	103	0	-0.2	-7	-7	-4
COc1cc(/C=N/NC(=O)c2cc(-c3c(C)nn(-c4ccccc4)c3C)n[nH]2)ccc1O	15	-7	-3	-1.4	107	54*	-0.2	0	2	-9
CS(=O)(=O)c1ccc(Cl)c(NC(=O)CNC(=O)c2ccc3c(c2)OCO3)c1	-1	-7	-9	-1.5	104	-1	-0.1	-10	2	1
O=c1c2ccc([N+](=O)[O-])cc2ncn1CCOc1ccccc1	5	0	-8	-2.9	105	2	0.2	3	3	-6
O=C(Cn1nnc2ccccc2c1=O)N1CCOCC1	7	-2	6	-2.5	104	2	0.2	-2	-1	1
CCOC(=O)N1CCN(C(=O)c2cccn3c(=O)c4c5c(sc4nc23)CCCC5)CC1	24	-11	-7	-0.1	101	0	-0.1	6	2	-10
COc1ccccc1CN1CCNC(=O)C1CC(=O)NCc1c(C)n[nH]c1C (stereo not given)	1	-8	-2	-0.5	101	1	0.1	3	11	-4
OCCN1CCN(c2ncnc3c2ncn3[C@H]2CN(Cc3cccnc3)C[C@@H](CO)O2)CC1	12	nt	-2	-0.6	101	1	0.2	-4	-3	3
CCCCn1c(N)c(N(CCOC)C(=O)c2ccco2)c(=O)[nH]c1=O	18	-7	-3	2.1	96	-1	-0.1	1	0	8
COc1ccc(Cl)cc1S(=O)(=O)N1CCCC(C(=O)NCCc2ccccc2)C1 (stereo not given)	3	-17	nt	-2.0	96	-1	0.1	4	-5	-3
COc1ccccc1NS(=O)(=O)c1cccc(C(=O)N/N=C(\C)c2cccnc2)c1	-3	8	-2	-1.2	96	1	2.3	1	5	3
Cc1cc(O)ccc1N/C=C(\C#N)c1nc2ccccc2o1	-31	-5	2	6.8	92	7	0.3	-3	-4	-4

As entered above:
ABHD5 PLIN5 PPI with COc1ccccc1NS(=O)(=O)c1cccc(C(=O)N/N=C(\C)c2cccnc2)c1 is entered as 1
NOD2-RIPK2 inh with OCCN1CCN(c2ncnc3c2ncn3[C@H]2CN(Cc3cccnc3)C[C@@H](CO)O2)CC1 is entered as 3
Vif imaging with Cc1cc(O)ccc1N/C=C(\C#N)c1nc2ccccc2o1 is entered as 2
MC4R antag cAMP with O=C(Cn1nnc2ccccc2c1=O)N1CCOCC1 is entered as 7
Vif imaging with Cc1ccc(OCC(=O)Nc2ccc(S(=O)(=O)Nc3cc(C)nc(C)n3)cc2)c(C)c1 is entered as 4
aDG glyco up with CS(=O)(=O)c1ccc(Cl)c(NC(=O)CNC(=O)c2ccc3c(c2)OCO3)c1 is entered as -0.1

Following part
SMILES	MC4R antag cAMP	TLR9-MyD88 block	Vif imaging	MC4R barr agon	ABCB6 inh 2	Glyco luc inh	aDG glyco up	ABHD5 PLIN5 PPI	Granule exo inh	NOD2-RIPK2 inh
COc1ccc(NC(=O)Cn2nnc(-c3ccccc3F)n2)cc1Cl	-2	-6	-3	-1.8	98	0	0.1	-2	-2	-12
Cc1ccc(CSc2sc(C(=O)c3ccccc3)c(N)c2C#N)cc1	-1	4	-14	-2.5	98	3	-0.1	-11	-2	-16
COc1cccc(CSc2nc3nc(C)cc(C)n3n2)c1	-3	-1	-1	-0.4	92	-1	0.0	0	-9	-2
COc1cc(-c2nnc(COC(=O)c3nn(CC(C)C)c(=O)c4ccccc34)o2)cc(OC)c1OC	-1	-14	14	-2.5	99	2	-0.2	-4	-6	0
Cc1cc(=O)c2n(Cc3ccccc3Cl)nc[n+]2[nH]1	-2	-10	11	-1.3	102	-1	0.0	-7	0	-5
NC(Cc1ccc(C(F)(F)F)cc1)c1csc(NC(=O)Nc2ccccc2Oc2ccccc2)n1 (stereo not given)	16	nt	2	7.2	98	-11	-0.6	-10	19	6
COc1ccccc1N1CCN(CC(=O)Nc2ccc(C)c(F)c2)CC1	-1	-22	25	-0.2	109	3	0.1	-1	2	0
Cc1ccc(OCCN(C)C(=O)C2CCC(=O)N(CCCN3CCOCC3)C2)cc1 (stereo not given)	6	1	-8	0.8	100	2	0.3	-1	-3	5
CC1(C(=O)Nc2ccc3c(c2)OCCO3)CN(S(C)(=O)=O)CC(=O)N1Cc1cccs1 (stereo not given)	nt	nt	nt	nt	nt	nt	-0.2	13	-9	-9
O=C(CCC1CCCC1)NNC(=O)COc1ccc(Br)cc1	8	5	-6	-0.1	96	-1	-0.1	-4	1	7
CCCC(=O)Nc1ccc(NC(=O)C23CC4CC(CC(C4)C2)C3)cn1	-6	0	17	1.4	99	7	0.1	-5	0	-6
Cc1noc(C)c1S(=O)(=O)N1CCCN(C(=O)/C=C/c2ccccc2F)CC1	-8	-12	1	-0.7	97	0	0.0	-2	2	-17
COc1ccc(N(CC(=O)Nc2ccc(C)c(C)c2)C2=NC3CS(=O)(=O)CC3S2)cc1 (stereo not given)	5	2	4	-0.9	96	2	0.2	0	0	1
N#CC(c1ccccc1)N(CCCCl)C(=O)c1ccc(Br)cc1 (stereo not given)	4	-4	-8	-1.2	89	-4	0.5	0	0	-2
CCC(C)[C@H](NC(=O)N1CCC(C)CC1)C(=O)O (stereo not given in full)	11	-4	-13	1.3	102	0	0.1	2	1	-7
COc1cccc(CNC(=O)C2CCN(S(=O)(=O)c3ccc(Br)s3)CC2)c1	-9	-4	6	2.6	96	-4	0.2	4	63*	-1
O=C(Nc1cccc([N+](=O)[O-])c1)NN1CCCCCC1	3	-7	-6	-0.4	96	0	0.0	-3	4	-1
CCNC(=O)C1(C)CCN(Cc2ccc(OC(F)(F)F)cc2)C1 (stereo not given)	-3	nt	5	-2.4	98	0	0.1	-4	7	-12
Cc1[nH]nc2c1C(c1ccsc1)C(C#N)=C(N)O2 (stereo not given)	9	8	-2	-1.4	118	3	0.0	1	6	11
Cc1cccc(C(=O)NC(C)C(c2cccs2)N2CCOCC2)c1 (stereo not given)	14	3	2	2.3	95	2	0.0	0	-8	3
Cc1cc(C)cc(-n2c(SCC(=O)NCc3ccco3)nc3ccccc3c2=O)c1	12	-3	18	0.3	91	-1	0.3	2	-1	0
CCOC(=O)Cn1cc(C#N)c2ccccc21	17	0	2	1.3	104	-2	-0.9	-3	-2	-5
CCC(C)(C)NC(=O)C(c1cccs1)N(C(=O)c1ccn[nH]1)c1cccc(OC)c1 (stereo not given)	8	7	-4	-2.1	99	1	0.0	1	2	1
COc1cc(OC)c(C2C(C(=O)Nc3ccc(C)cc3C)=C(C)Nc3ncnn32)cc1OC (stereo not given)	6	3	-5	0.5	87	0	-0.1	2	0	-5

Record cards, from the list above. Order of values: MC4R antag cAMP | TLR9-MyD88 block | Vif imaging | MC4R barr agon | ABCB6 inh 2 | Glyco luc inh | aDG glyco up | ABHD5 PLIN5 PPI | Granule exo inh | NOD2-RIPK2 inh
COc1cccc(CNC(=O)C2CCN(S(=O)(=O)c3ccc(Br)s3)CC2)c1 across the screens: -9 | -4 | 6 | 2.6 | 96 | -4 | 0.2 | 4 | 63* | -1
CCOC(=O)Cn1cc(C#N)c2ccccc21 across the screens: 17 | 0 | 2 | 1.3 | 104 | -2 | -0.9 | -3 | -2 | -5
N#CC(c1ccccc1)N(CCCCl)C(=O)c1ccc(Br)cc1 (stereo not given) across the screens: 4 | -4 | -8 | -1.2 | 89 | -4 | 0.5 | 0 | 0 | -2
Cc1[nH]nc2c1C(c1ccsc1)C(C#N)=C(N)O2 (stereo not given) across the screens: 9 | 8 | -2 | -1.4 | 118 | 3 | 0.0 | 1 | 6 | 11
Cc1cccc(C(=O)NC(C)C(c2cccs2)N2CCOCC2)c1 (stereo not given) across the screens: 14 | 3 | 2 | 2.3 | 95 | 2 | 0.0 | 0 | -8 | 3

Next part:
SMILES	MC4R antag cAMP	TLR9-MyD88 block	Vif imaging	MC4R barr agon	ABCB6 inh 2	Glyco luc inh	aDG glyco up	ABHD5 PLIN5 PPI	Granule exo inh	NOD2-RIPK2 inh
COc1ccc(CNS(=O)(=O)c2cc(OCC(N)=O)c(C)cc2Cl)cc1	9	0	-16	-0.9	98	2	-0.1	1	-8	3
COc1cc(NCCCCCCCN)c2ncccc2c1	5	-7	-2	-1.2	105	-2	0.4	-4	8	0
Cc1cc(C(=O)CN2C(=O)NC3(CCCCC3)C2=O)c(C)n1Cc1ccco1	-1	10	2	1.4	94	-10	-0.2	3	3	-9
O=C(c1ccc(N2CCCC2)c([N+](=O)[O-])c1)N1CCN(CCO)CC1	12	2	1	-0.7	97	2	0.2	-2	-3	-9
Cc1ccc(NC(=O)CCNC(=O)c2ccccc2)cc1F	8	11	19	-0.5	99	3	-0.1	-9	3	1
CCOC(=O)c1ccc(NC(=S)NCCc2ccccc2)cc1	6	-2	1	0.1	105	0	0.5	1	-3	4
CCN(CC)S(=O)(=O)c1ccc(N2CCOCC2)c(NC(=O)COc2ccccc2C#N)c1	8	-18	2	-1.0	105	-1	0.4	2	-14	-1
Cc1ccc(/C=N/Nc2nc(N3CCOCC3)nc(N3CCOCC3)n2)o1	0	-7	9	-2.7	91	-2	0.8	0	-1	-2
O=C(NCCc1ccccc1)C(=O)Nc1nccs1	4	-5	4	-2.1	100	2	0.1	4	-1	0
COc1ccc(NC(=O)COC(=O)c2ccc3ccccc3n2)cc1OC	0	0	0	-1.5	94	2	0.0	-2	-1	1
CCC(C)NC(=O)CC(C)C (stereo not given)	-2	3	3	-1.9	99	1	0.0	2	-2	-9
CSc1ccc(CN2CCC(C)(Oc3ccccc3)C2)cc1 (stereo not given)	10	nt	-4	1.5	105	2	0.0	-8	-4	-63
COc1ccc(CNC(=O)N[C@@H](CC(C)C)C(=O)O)cc1OC	13	1	4	1.0	97	0	0.0	-4	-2	-2
CCOC(=O)C1(C)CCN1C(=O)c1oc2ccccc2c1C (stereo not given)	-7	nt	5	-0.5	101	0	-0.2	1	1	-11
CCN1CCN(c2ccc(S(=O)(=O)N3CCCCC3)cc2NC(=O)/C=C/c2ccc(OC(F)F)cc2)CC1	8	-3	29	0.5	94	-5	0.7	15	0	1

The list is partial; the hit share may differ from the screen's.
